Screening results (PubChem BioAssay)
USP1 inh = Inhibitors of USP1/UAF1: Primary Screen | recombinant USP1/UAF1, Ub-Rhodamine cleavage fluorescence | Potency, µM (doses to about 57.1 µM), without a hit: top-dose activity change, negative = inhibition, hits mostly inhibitors | 390,000 compounds, 0.23% hits; also: potency is read from the fitted curve at half-maximal effect; % is scaled to controls: 0 for no effect and ±100 for the full control effect; nearly all actives have a fitted effect of over 60% in size; inactives centre near -12
Target sequence (O94782 whole entry, looked up): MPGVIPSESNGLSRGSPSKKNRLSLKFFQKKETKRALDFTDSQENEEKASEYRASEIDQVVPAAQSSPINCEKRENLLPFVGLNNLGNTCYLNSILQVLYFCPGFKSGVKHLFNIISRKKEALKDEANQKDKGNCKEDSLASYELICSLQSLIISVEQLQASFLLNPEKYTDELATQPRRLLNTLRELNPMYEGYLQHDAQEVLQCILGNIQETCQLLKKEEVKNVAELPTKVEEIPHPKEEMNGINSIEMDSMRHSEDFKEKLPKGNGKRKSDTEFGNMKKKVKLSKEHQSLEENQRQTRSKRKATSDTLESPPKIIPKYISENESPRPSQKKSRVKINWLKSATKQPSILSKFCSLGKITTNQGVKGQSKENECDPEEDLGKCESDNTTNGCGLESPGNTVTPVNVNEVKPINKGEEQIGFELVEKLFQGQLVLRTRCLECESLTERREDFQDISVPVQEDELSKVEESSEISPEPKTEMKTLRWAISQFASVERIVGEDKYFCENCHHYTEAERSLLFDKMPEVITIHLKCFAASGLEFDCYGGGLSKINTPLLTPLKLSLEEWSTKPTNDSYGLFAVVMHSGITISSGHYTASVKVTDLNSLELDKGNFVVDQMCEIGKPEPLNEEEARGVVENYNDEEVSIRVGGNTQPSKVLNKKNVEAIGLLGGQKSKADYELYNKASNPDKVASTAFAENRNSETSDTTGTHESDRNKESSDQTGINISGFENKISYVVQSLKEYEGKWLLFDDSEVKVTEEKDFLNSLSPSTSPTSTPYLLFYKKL
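In this screen, compounds sit with the deubiquitinase complex (1nM) for 15 min at room temperature before Ub-Rho is added at 150nM final. Fluorescence rise is then followed for 6 reads every 60 seconds.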
Vif-APOBEC3G blk = qHTS for Inhibitors of Vif-A3G Interactions: qHTS | 410,000 compounds, 0.076% hits | Potency, µM (titrated, usually from 46.1 µM), inactives show top-dose activity, negative = active, actives largely listed as inhibitors | HeLa A3G-eYFP + Vif (tagged APOBEC3G with the HIV-1 protein that degrades it), YFP fluorescence, overnight | AID 602310, 2012;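 also: potency is read from the fitted curve at half-maximal effect; % is scaled to controls: 0 for no effect and ±100 for the full control effect; nearly all actives have a fitted effect of over 60% in size; hits raise eYFP signal because A3G escapes Vif-driven loss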
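HeLa cells stably expressing Vif and C-terminally eYFP-tagged A3G, seeded overnight at 37 deg C, then exposed to compound by pintool overnight at 37 deg C. Rise in yellow fluorescence (Ex 488/Em 500-530, Acumen) marks blocked Vif-driven A3G degradation.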
PI4K2A inh = qHTS for small molecular inhibitors of PI4K2A; AID 1346378, 2018; 420,000 compounds, 0.13% hits; purified PI4K2A, ADP-Glo luminescence, 1 h; hits give low values; Phosphatidylinositol 4-kinase type 2-alpha (Homo sapiens), Q9BTU6; activity change, negative = inhibition, % at 76.9 µM; in the data active = activity change below about -50%; inconclusive = mostly about -30% to -49%;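 also: -100% = wells without enzyme as full effect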
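ADP-Glo luminescence measured ADP generated by PI4K2A enzyme (4 ug/mL before mixing) with 1.2 mM PI substrate (pre-mix) and 300 microM ATP (pre-mix). Tris pH7.5 buffer with MgCl2, Triton X-100; 1 h reaction at ambient temperature.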
GRP78 ERSR act = qHTS for Inducers of the Endoplasmic Reticulum Stress Response (ERSR) in Human Glioma: qHTS. U87-MG GRP78 promoter luciferase reporter, 16 h. Potency, µM, without a hit: at the highest dose activation, most hits filed as activators. 420,000 compounds, 0.02% hits. AID 602332, 2012; also: potency is read from the fitted curve at half-maximal effect; series mostly up to about 76 µM; % of control where 0% means no effect; nearly all actives have a fitted effect of over 35% in size
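Stably transfected U87-MG human glioma cells carrying a GRP78-based luminescent sensor were seeded at 1000 cells/well, pin-dosed with compounds and incubated 16 h. Luciferase reagent was then added, and end-point luminescence was read after 10 min at room temperature.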
LDHA inh = qHTS assay for inhibitors of human lactate dehydrogenase; purified LDHA, NADH/diaphorase-resazurin fluorescence; hits give low values; 480,000 compounds, 0.15% hits; L-lactate dehydrogenase A chain (Homo sapiens), P00338; activity change, % (values are at about 110 or 230 µM); in the data active = activity change below about -30%; inconclusive = mostly about -25% to -30%;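 also: plate controls were DMSO wells for no effect and wells without enzyme for full effect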
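Human LDH5 (2 nM) was incubated with 0.06 mM NADH and 0.2 mM pyruvate for 5 min at room temperature in Tris pH 7.4. Remaining NADH was coupled through diaphorase/resazurin, and resorufin fluorescence was read at 0 and 20 min.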
RXFP1 agonist = qHTS Assay for Agonists of the Relaxin Receptor RXFP1; Potency, µM (top dose mostly 57.5 µM), for inactives: top-dose activation, actives largely listed as activators; HEK293T-RXFP1 cAMP TR-FRET, 30 min; response scale: percent of porcine relaxin response, buffer zero; 370,000 compounds, 0.3% hits; also: potency is read from the fitted curve at half-maximal effect; % is scaled to controls: 0 for no effect and ±100 for the full control effect; nearly all actives have a fitted effect of over 60% in size; many of its hits are not listed in these tables
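cAMP rise read by TR-FRET after 30 min, 37C compound exposure (up to 58 uM) in RXFP1-transfected HEK293 cells with Ro 20174 present. EC50 from Hill-equation fits, with 29 nM porcine relaxin as 100% and buffer as basal.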
Vif-APOBEC3F blk = qHTS for Inhibitors of Vif-A3F Interactions: qHTS. HeLa A3F-eYFP + Vif (tagged APOBEC3F with the HIV-1 protein that degrades it), YFP fluorescence increase. Potency, µM (highest dose often 46.1 µM), for the others: top-dose activity, negative = active. 390,000 compounds, 0.2% hits. AID 602313, 2012; also: potency is read from the fitted curve at half-maximal effect; % of control where 0% means no effect; nearly all actives have a fitted effect of over 65% in size
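HeLa cells stably expressing A3F-eYFP plus Vif, plated and incubated overnight at 37 deg C, then exposed to compounds overnight at 37 deg C. Blocked degradation read as raised yellow fluorescence (Ex 488/Em 500-530).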
TrxR1 substrate = qHTS Assay for Substrates of Mammalian Selenoprotein Thioredoxin Reductase 1 (TrxR1): qHTS; Thioredoxin reductase 1, cytoplasmic (Rattus norvegicus), O89049; purified TrxR1 substrate turnover, NADPH consumption readout; Potency, µM (top dose mostly 114 µM), inactives show top-dose activity change, negative = substrate turnover; 390,000 compounds, 0.01% hits; also: potency is read from the fitted curve at half-maximal effect; % is scaled to controls: 0 for no effect and ±100 for the full control effect; nearly all actives have a fitted effect of over 50% in size
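Rat TrxR1, dispensed at 90 nM, was prereduced with 400 uM NADPH (final) for 5 min at ~22 deg C, then incubated with compound 15 min before 400 uM selenite. A first-read NADPH fluorescence drop versus no-compound background flagged substrates.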
IDH1 R132H inh = qHTS for Inhibitors of mutant isocitrate dehydrogenase 1 (IDH1): qHTS; 390,000 compounds, 0.093% hits; IDH1-R132H enzyme, NADPH consumption, diaphorase/resazurin fluorescence; Isocitrate dehydrogenase [NADP] cytoplasmic (Homo sapiens), O75874; Potency, µM (top dose mostly 76.6 µM), inactives show at the highest dose activity change, negative = inhibition, most hits filed as inhibitors; AID 602179, 2012; also: potency is read from the fitted curve at half-maximal effect; % is scaled to controls: 0 for no effect and ±100 for the full control effect; nearly all actives have a fitted effect of over 65% in size
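IDH1-R132H (0.5 ug/mL dispensed) in pH 7.5 Tris buffer was preincubated 30 min with compound, then given a substrate mix of 0.016 mM NADPH and 2 mM alpha-KG for 80 min at room temperature; remaining NADPH was read by diaphorase/resazurin fluorescence.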
Starred values were filed as active, the others as inactive; ? = inconclusive; . = no result given; & = joins results of further samples; [ ] = dose if it differs, or a comment. Unless noted, calls follow the shape of the dose curve; as a rule, active = well fitted curve in the direction sought with a large enough effect; inconclusive = small, poorly fitted or top-dose-only effect, or another doubt; inactive = no such curve, though single readings can be large; an effect the other way counts as inactive or inconclusive. An excerpt; rates above refer to the full screens.

SMILES	USP1 inh	Vif-APOBEC3G blk	PI4K2A inh	GRP78 ERSR act	LDHA inh	RXFP1 agonist	Vif-APOBEC3F blk	TrxR1 substrate	IDH1 R132H inh
COc1ccc(CCC(=O)Nc2ccc(OC)c(S(=O)(=O)N3CCCCC3)c2)cc1	-16%	1%	-7	-3%	0	1.2%	4%	-4%	-7%
O=C(c1cccs1)N1CCOCC1	-9%	-5%	-5	-1%	-8	1.9%	-2%	-2%	0%
CN1CC[C@@H]2C(=O)N3CCc4ccc(-c5ccc6c(c5)OCO6)cc4[C@@H]3C[C@@H]21	-31%	1%	-3	0%	8	.	-2%	10%	13%
O=C(CN1C(=O)NC2(CCCCC2)C1=O)Nc1ccc(F)cc1	-21%	-1%	5	-3%	-4	-1.1%	14%	10%[57.1 µM]	-2%
C#CCN(C(=O)CC1C(=O)NCCN1C/C=C/c1ccccc1)C1CCCCC1 (stereo not drawn)	-15%	-5%	2	-3%	0	0.9%	-1%	6%[57.1 µM]	7%
COc1ccc(C#Cc2cccc(-c3nc(C(=O)NCc4ccc(Oc5ccccc5)cc4)cc4c3[C@@H](CCO)N(S(=O)C(C)(C)C)C4)c2)cc1OC (stereo partly drawn)	.	-8%	-2	2%	-2	.	.	.	.
CCn1nnnc1NCc1ccc(Cl)cc1	-19%	0%	-1	-2%	1	0.4%	9%	-9%[57.1 µM]	2%
COC(=O)c1ccc(C)c(NC(=O)CCSc2ccc(Cl)cc2)c1	-18%	2%	7	-6%	-4	-0.3%	6%	-3%	5%
N/C(=N\OC(=O)CCC1CCCC1)c1ccc(Cl)cc1	-11%	2%	0	0%	-13	-2.2%	7%	-3%	-6%
CC1CCN(c2ncnc3nc[nH]c23)CC1	-20%	2%	-28	-3%	-4	0.3%	2%	0%	-1%
COc1ccc(CCNC(=O)c2coc3ccccc3c2=O)cc1	-2%	-5%	10	-3%	-2	1.5%	-8%	-4%	-1%
Cc1nn(C)c(C)c1NS(=O)(=O)c1ccc(N2CCCC2=O)cc1	-10%	?	0	0%	-7	-0.9%	2%	10%[57.1 µM]	7%
Cc1ccc(NC(=O)CNC(=O)OCc2ccccc2)cc1C	-2%	-1%	5	1%	-7	0.8%	-21%	3%[57.1 µM]	15%
CN(C)S(=O)(=O)c1ccc(Cl)c(C(=O)Nc2nc3ccccc3[nH]2)c1	-7%	-7%	1	-1%	-4	1.1%	7%	-4%[57.1 µM]	-6%
CCOC(=O)C1=C(C)N=c2s/c(=C\c3ccc(OCC(=O)O)c(OC)c3)c(=O)n2C1c1ccc(OC)cc1 (stereo not drawn)	?	0%	-15	1%	0	3.5%	14%	-21%	13%
Cc1ccccc1Cn1c(=O)n(Cc2ccco2)c(=O)c2sc3ccccc3c21	-23%	-4%	-2	0%	-1&1	10%	1%	0%	-6%
COc1ccc(NC(C)=O)cc1NC(=O)c1cccc(S(=O)(=O)N2CCc3ccccc32)c1	-19%	-6%	0	-4%	1	0.5%	5%	0%	-9%
C=CC[n+]1c(C)csc1Nc1cccc(Br)c1	-17%	-1%	1	2%	0	1.7%	6%	1%	19%
CSc1nc2c(c(C(F)(F)F)n1)CC(C)CC2 (stereo not drawn)	-2%	-2%	-13	2%	-4	3.2%	-26%	7%	8%
Cc1[nH]c(=S)[nH]c(=O)c1CCCO	-13%	3%	-1	-3%	-2	0.1%	-5%	-1%	-3%

Some of the entries so far, bar-delimited.
molecule | USP1 inh | Vif-APOBEC3G blk | PI4K2A inh | GRP78 ERSR act | LDHA inh | RXFP1 agonist | Vif-APOBEC3F blk | TrxR1 substrate | IDH1 R132H inh
COc1ccc(CCC(=O)Nc2ccc(OC)c(S(=O)(=O)N3CCCCC3)c2)cc1 | -16% | 1% | -7 | -3% | 0 | 1.2% | 4% | -4% | -7%
O=C(c1cccs1)N1CCOCC1 | -9% | -5% | -5 | -1% | -8 | 1.9% | -2% | -2% | 0%
CN1CC[C@@H]2C(=O)N3CCc4ccc(-c5ccc6c(c5)OCO6)cc4[C@@H]3C[C@@H]21 | -31% | 1% | -3 | 0% | 8 | . | -2% | 10% | 13%
O=C(CN1C(=O)NC2(CCCCC2)C1=O)Nc1ccc(F)cc1 | -21% | -1% | 5 | -3% | -4 | -1.1% | 14% | 10%[57.1 µM] | -2%
C#CCN(C(=O)CC1C(=O)NCCN1C/C=C/c1ccccc1)C1CCCCC1 (stereo not drawn) | -15% | -5% | 2 | -3% | 0 | 0.9% | -1% | 6%[57.1 µM] | 7%
COc1ccc(C#Cc2cccc(-c3nc(C(=O)NCc4ccc(Oc5ccccc5)cc4)cc4c3[C@@H](CCO)N(S(=O)C(C)(C)C)C4)c2)cc1OC (stereo partly drawn) | . | -8% | -2 | 2% | -2 | . | . | . | .
CCn1nnnc1NCc1ccc(Cl)cc1 | -19% | 0% | -1 | -2% | 1 | 0.4% | 9% | -9%[57.1 µM] | 2%
COC(=O)c1ccc(C)c(NC(=O)CCSc2ccc(Cl)cc2)c1 | -18% | 2% | 7 | -6% | -4 | -0.3% | 6% | -3% | 5%
N/C(=N\OC(=O)CCC1CCCC1)c1ccc(Cl)cc1 | -11% | 2% | 0 | 0% | -13 | -2.2% | 7% | -3% | -6%

(continued)
SMILES	USP1 inh	Vif-APOBEC3G blk	PI4K2A inh	GRP78 ERSR act	LDHA inh	RXFP1 agonist	Vif-APOBEC3F blk	TrxR1 substrate	IDH1 R132H inh
O=C(NCc1ccco1)c1cnn2cccnc12	-5%	4%	4	-3%	-5	-1.1%	10%	8%	-3%
O=C(NNS(=O)(=O)c1ccc(Cl)cc1)C1CCN(Cc2ccccc2)CC1	-22%	2%	0	-7%	2	0.8%	-1%	6%	3%
O=C(Nc1ccc(Cc2ccncc2)cc1)C1CC1	4%	0%	2	-3%	1	0.2%	-3%	8%[57.1 µM]	1%
O=C(c1ccc(Br)o1)N1CCN(C23CC4CC(CC(C4)C2)C3)CC1	-6%	-3%	3	-3%	-6	.	0%	-7%	8%
CCN1CCN(C(c2cccs2)C(C)NC(=S)Nc2cc(C)ccc2C)CC1 (stereo not drawn)	-15%	2%	1	-6%	-4	-0.2%	0%	-6%	21%
CCN1CCCC1CNCc1cccc(OC)c1OCc1ccccc1F (stereo not drawn)	-13%	0%	0	-1%	1	-0.2%	5%	-7%	2%
C=CC[C@@H](CC(=O)N(CCO)Cc1ccccc1)C(=O)N[C@@H](C)COC(=O)[C@@H](CC=C)Cc1ccc(F)cc1	-22%	-2%	0	-2%	1	.	-2%	3%	-6%
CCNC(=O)c1cnn(-c2ccccc2)c1-c1ccccc1	-18%	1%	2	-4%	-9	3.5%	0%	6%	-5%
CCO[C@H]1OC(C(=O)N2CCN(C)CC2)=C[C@@H](C)[C@@H]1CCCO	-8%	3%	3	-3%	-3	-1.3%	0%	4%[57.1 µM]	-18%
Cn1nnnc1SCc1csc(C2C(C#N)=C(N)OC3=C2C(=O)CCC3)c1 (stereo not drawn)	-20%	-4%	0	-3%	0	-1.7%	21%	3%	-8%
COc1cccc(C(=O)N2CCN(Cc3ccccc3Br)CC2)c1	-8%	-3%	-1	-3%	?	-0.9%	9%	1%	-1%
COc1ccc(-c2nc(N)n[nH]2)cc1OC	-14%	-1%	0	-6%	-4	2.7%	0%	19%[57.1 µM]	3%
CCN(CC(=O)NC1CCS(=O)(=O)C1)S(=O)(=O)c1cccc(C(C)=O)c1 (stereo not drawn)	-24%	2%	5	-3%	-8	1.9%	-6%	-2%[57.1 µM]	4%
Cc1noc(C)c1S(=O)(=O)N1CCCCC1c1cc(C(=O)Nc2cccc3c2CCCC3)no1 (stereo not drawn)	.	0%	6	-3%	0	.	.	.	.
Cc1ccc2nc(SCC(=O)O)nc(C)c2c1	3%	0%	-6	-2%	-1	13%	0%	9%	1%
CCOC(=O)Cn1cc(Cl)c(=O)c(Cl)c1	4%	0%	-5	-5%	-10	-3.1%	-2%	4%[57.1 µM]	20%
COc1ccc(CN2CCNC(=O)C2CC(=O)NCCCn2cccn2)cc1C (stereo not drawn)	-2%	0%	1	-3%	0	-0.4%	0%	3%	-5%
CC(C)(C)N(Cc1cc2ccccc2[nH]c1=O)C(=O)c1cccnc1	-3%	0%	3	-3%	-5	0.7%	-8%	-6%	14%
CC(C)NC(=O)CN1C(=O)CCn2nc(-c3cn(C)c4ccccc34)cc21	?	-3%	8	-3%	3	-1.2%	0%	-5%[57.1 µM]	-8%
CC1CCN(S(=O)(=O)CCNC(=O)c2ccc(F)cc2)CC1	-18%	5%	0	-6%	-7	0.6%	-2%	3%[57.1 µM]	16%
